# All columns: NCI-60 one-dose screen, growth in % after 48 h at 10 µM unless noted; 100 = growth as untreated, 0 = no growth, -100 = all killed.
# K-562 – K-562 leukemia. actives 7.4% (n = 78,000)
# SR – SR leukemia cells | actives 8.7% (n = 73,000) | AID 1794780
# MDA-MB-435 – MDA-MB-435 melanoma; AID 1794794; actives 7.8% (n = 82,000)
# MDA-MB-468 – MDA-MB-468 breast cancer | actives 8.5% (n = 78,000)
# MDA-MB-231 – MDA-MB-231 breast cancer; actives 5% (n = 81,000)
# MOLT-4 – MOLT-4 leukemia cells. actives 6.9% (n = 80,000). AID 1794779
# RPMI-8226 – RPMI-8226 leukemia cells; actives 7.5% (n = 77,000); AID 1794781
# MCF7 – MCF7 breast cancer. actives 6.3% (n = 82,000)
# * hit, by the source's call; · = not tested or not shown. The calls were made as follows: active = growth percent below 10; inactive = the rest.
SMILES,K-562,SR,MDA-MB-435,MDA-MB-468,MDA-MB-231,MOLT-4,RPMI-8226,MCF7
CC(=O)NNc1nc(C)c(C(/C=C/c2ccc(/C=C/C(=N\NC(=O)c3ccncc3)c3sc(NNC(C)=O)nc3C)cc2)=N/NC(=O)c2ccncc2)s1,101,93,109,116,91,93,111,97
CC(=O)CCN(Cc1ccccc1)Cc1ccccc1,130,·,110,108,106,104,98,87
CCCCCC(=O)Oc1ccc(/C(=C(\C)c2ccc(OC)cc2)c2ccc(OCCN3CCCCC3)cc2)cc1,·,-2.0*,63,85,66,25,10.0*,25
O=c1[nH]c2c(Cl)c(Cl)c(Cl)c(Cl)c2[nH]c1=O,92,97,113,111,106,94,94,83
C/C(=C\CSCC(=O)NC(Cc1ccc(O)c(O)c1)C(=O)O)CCCC(C)CCCC(C)CCCC(C)C (stereo not given),97,99,89,84,82,83,66,84
CCOCC(=O)C(C#N)c1ccc(Cl)cc1 (stereo not given),102,108,101,91,106,99,105,99
CC(=O)OC[C@H]1O[C@H](OC(C)=O)[C@H](NC(=O)/C=C/CCl)[C@@H](OC(C)=O)[C@@H]1OC(C)=O,·,45,80,75,46,82,72,79
CC(=O)c1cccc(Nc2ccnc(SCC(=O)c3ccc(-c4ccccc4)cc3)n2)c1,84,93,95,86,59,71,66,88
CC(=O)/C=C/c1ccc(N(C)Cc2ccc(C(C)(C)C)cc2)cc1,60,80,89,86,103,62,78,80
CC(=O)Oc1ccccc1OC(C)=O,85,45,85,78,59,70,39,80
CCOC(=O)CC/C(C)=N\Nc1ccc([N+](=O)[O-])cc1[N+](=O)[O-],94,108,108,·,93,94,104,96
COc1cc(-c2cc(N)n(-c3nc4ccccc4[nH]3)n2)c(OC)c2c1OCO2,83,71,90,96,114,29,95,87
Cc1ccc([N+](=O)[O-])c(N)c1,104,108,106,108,96,101,100,92
O=C(O)c1cnnn1-c1ccc(Cl)cc1,·,86,101,111,103,102,100,98
COCCn1cc(-c2nc(-c3c[nH]c4ncccc34)cs2)c2ccccc21,29,18,7.7*,-7.1*,23,49,43,9.0*
NS(=O)(=O)c1ccc(CCn2c(-c3ccccc3)nc(-c3ccccc3)c2-c2ccccc2)cc1,93,98,98,94,94,89,97,84
Cc1cc2cccnc2c2ncccc12,14,6.2*,36,-21*,44,5.7*,13,4.0*
COC(=O)C(Cc1ccccc1OC)c1ccccc1 (stereo not given),94,97,110,99,109,99,102,117
O=C1/C(=C/c2ccccc2O)SC(=S)N1CCCN1CCOCC1,99,83,90,89,113,90,82,89
S=C(Nc1ccccc1)N1CCN(C(=S)Nc2ccccc2)CC1,81,·,108,109,115,96,·,101
O=C(CCc1nnc(Cn2cncn2)o1)c1nc2ccccc2[nH]1,104,82,103,104,99,92,108,91
Cc1nn(C)c2ncnc(N/N=C/c3ccccc3)c12,85,84,102,114,100,88,104,91
O=S(=O)(Nc1ccsc1-c1nc(-c2ccccc2)no1)c1ccc(F)cc1,106,·,100,111,101,98,89,96
CC(C)CC(C(=O)O)C(=O)O,111,99,116,108,109,89,102,104
CCC(C)NCc1ccccc1 (stereo not given),98,104,108,100,96,93,96,102

# Quoted from the results shown for reference:
SMILES,K-562,SR,MDA-MB-435,MDA-MB-468,MDA-MB-231,MOLT-4,RPMI-8226,MCF7
CCOCC(=O)C(C#N)c1ccc(Cl)cc1 (stereo not given),102,108,101,91,106,99,105,99
CC(=O)OC[C@H]1O[C@H](OC(C)=O)[C@H](NC(=O)/C=C/CCl)[C@@H](OC(C)=O)[C@@H]1OC(C)=O,·,45,80,75,46,82,72,79
CC(=O)c1cccc(Nc2ccnc(SCC(=O)c3ccc(-c4ccccc4)cc3)n2)c1,84,93,95,86,59,71,66,88
CC(=O)/C=C/c1ccc(N(C)Cc2ccc(C(C)(C)C)cc2)cc1,60,80,89,86,103,62,78,80
CC(=O)Oc1ccccc1OC(C)=O,85,45,85,78,59,70,39,80

# The listing continues.
SMILES,K-562,SR,MDA-MB-435,MDA-MB-468,MDA-MB-231,MOLT-4,RPMI-8226,MCF7
COC(=O)c1nc(=S)[nH]c(C(=O)OC)c1C(=O)c1ccc(O)c(OC)c1,100,109,112,103,98,110,109,94
CCOC(=O)CCC1(C(=O)OC)C(=O)CCCCC/C=C/1C(=O)OC (stereo not given),90,84,108,107,124,84,107,101
c1ccc(CSc2ncnc3n[nH]nc23)cc1,100,105,106,106,100,104,98,103
Nc1ncnc2c1N=C(c1cccc(Nc3ccncc3)c1)CC(c1ccc(F)cc1)N2 (stereo not given),53,78,87,81,85,78,75,70
Cc1ccc(-c2nc(SCc3nc4ccc(C(=O)O)cc4[nH]3)[nH]c(=O)c2C#N)cc1,90,93,96,95,91,93,99,90
COc1ccc(-c2nc(SCC(C)C)nc(N/N=C(/C)c3ccc(O)cc3)c2C#N)cc1,88,109,94,88,79,86,94,84
CCOC(=O)c1ccc(NC(=O)CSC(N)=O)cc1,103,97,113,108,96,85,87,99
N/C(=N\c1nc2ccccc2s1)NC(=O)NC(c1ccccc1)c1ccccc1,46,71,93,67,92,59,64,71
CCN(CC)CC(=O)Nc1c(C)cc(C(=O)NN)cc1C,95,89,101,107,103,85,120,98
C[C@]1(CCC(=O)O)C(=O)CC[C@@H]2[C@@H]1CC[C@@]1(C)[C@H]2CC[C@]1(C)O,104,89,106,124,104,99,·,110
C=CCc1c(O)c(C(=O)/C=C/c2ccccc2)c(OC)c2ccoc12,47,21,26,6.6*,48,15,6.2*,16
CCc1c(OC)cc(OC)c(OC)c1O,99,103,110,108,108,100,103,100
C=CNC(=O)C(=O)c1ccccc1NC(C)=O,101,118,99,99,102,103,·,91
CCCCN1C(=O)/C(=c2\sc3n(c2=O)C2C(NN=3)N(CC)C(=O)N2CC)c2cc(Cl)ccc21 (stereo not given),25,14,6.1*,56,58,75,70,28
COc1cc(/C=C2\C(=N)N=C(SCc3nc4ccccc4[nH]3)NC2=O)ccc1O,103,88,100,106,86,99,85,94

# Record cards (already shown). Order of screens: K-562	SR	MDA-MB-435	MDA-MB-468	MDA-MB-231	MOLT-4	RPMI-8226	MCF7
# Cc1ccc(-c2nc(SCc3nc4ccc(C(=O)O)cc4[nH]3)[nH]c(=O)c2C#N)cc1 is entered as 90	93	96	95	91	93	99	90
# CCN(CC)CC(=O)Nc1c(C)cc(C(=O)NN)cc1C is entered as 95	89	101	107	103	85	120	98
# COc1cc(/C=C2\C(=N)N=C(SCc3nc4ccccc4[nH]3)NC2=O)ccc1O is entered as 103	88	100	106	86	99	85	94
# CCOC(=O)c1ccc(NC(=O)CSC(N)=O)cc1 is entered as 103	97	113	108	96	85	87	99
# c1ccc(CSc2ncnc3n[nH]nc23)cc1 is entered as 100	105	106	106	100	104	98	103

# Three entries from above, sorted by molecular weight, low to high.
SMILES,K-562,SR,MDA-MB-435,MDA-MB-468,MDA-MB-231,MOLT-4,RPMI-8226,MCF7
CCc1c(OC)cc(OC)c(OC)c1O,99,103,110,108,108,100,103,100
C=CCc1c(O)c(C(=O)/C=C/c2ccccc2)c(OC)c2ccoc12,47,21,26,6.6*,48,15,6.2*,16
COc1cc(/C=C2\C(=N)N=C(SCc3nc4ccccc4[nH]3)NC2=O)ccc1O,103,88,100,106,86,99,85,94

# By substructure: the compounds so far with a nitro group on carbon (two)
SMILES,K-562,SR,MDA-MB-435,MDA-MB-468,MDA-MB-231,MOLT-4,RPMI-8226,MCF7
CCOC(=O)CC/C(C)=N\Nc1ccc([N+](=O)[O-])cc1[N+](=O)[O-],94,108,108,·,93,94,104,96
Cc1ccc([N+](=O)[O-])c(N)c1,104,108,106,108,96,101,100,92

# Bioassay records: PubChem, NCI

# Rows are unselected. About 15% of those tested had a hit in this group.
